Assay outcomes (PubChem BioAssay)
SKKanGAS inh: S. pyogenes SKKanGAS growth inhibitors in kanamycin, primary screen, streptokinase expression inhibitor project, SKKanGAS strain, BacTiter-Glo luminescence; 1.3% of 300,000 active; 6 h; AID 1662, 2009; inhibition, % at 7.5 µM;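 active = mean replicate score, as percent of positive control median, at least 50; inconclusive = mean below 50 but one replicate at or above 50; inactive = mean and every replicate below 50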;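 note: strain carries kanamycin resistance gene driven by streptokinase promoter and grows in 40 µg/ml kanamycin; loss of luminescence reflects streptokinase promoter inhibition or plain growth inhibition; 0% = median of DMSO wells and 100% = positive control at its reference dose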
HSF1 inh: HSF1 inhibitors in luciferase reporter cells, primary screen, cell-based, NIH3T3, luminescence; AID 2098, 2009; NIH3T3-HGL HSE-luciferase, MG132-induced, luminescence 8 h; hits give low values; 0.77% of 300,000 active; activity change, negative = inhibition, % at 7.5 µM (by protocol);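 active = more than half of replicate wells show activity change below -50%, luminescence cut by over half; inconclusive = some wells, but at most half, below -50%; inactive = no replicate well below -50%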;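 note: luciferase reports HSF-1 transcriptional activity via heat shock element; 0% = median of DMSO wells and -100% = zero luminescence signal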
HSP90 inh: HSP90 inhibitors, primary screen, cell lysate, luminescence | inhibition, % at 5.6 µM | 0.91% of 290,000 active | Rabbit reticulocyte lysate, luciferase refolding luminescence, 3 h | Heat shock protein HSP 90 (rabbit reticulocyte lysate; luciferase refolding) | AID 1789, 2009;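 active = inhibition above the screen-wide mean plus 3 SD, computed separately per campaign, cut at about 16% in these data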;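 note: 0% = DMSO wells and 100% = 60 µM geldanamycin wells; inhibitors lower the luminescence because luciferase stays unfolded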
AI-2 QS mod: Vibrio harveyi AI-2 quorum sensing modulators, primary screen, JMH597 strain, luminescence/OD600 ratio; 0.4% of 300,000 active; activity change, % at 7.5 µM; Vibrio harveyi JMH597 AI-2 luminescence/OD600 ratio, 9 h; hits give low values; strain lacks LuxN and CqsS sensors; 0 = neutral-control median; in the data active = activity change below about -75%, passing the limit was not always enough; inconclusive = no clear call, values can overlap the other calls;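 note: luminescence divided by OD600 gain over 9 h not by final OD600 alone; inactives centre near 13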
HIF activator: HIF pathway transcriptional activators, primary screen, cell-based, U2OS HRE-luciferase, luminescence; U2OS HRE-luciferase reporter; normalized: DMSO 0%, desferrioxamine 100%; activation, % at 7.5 µM (by protocol); 0.32% of 300,000 active; AID 1910, 2009;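 active = mean activation of at least 10% of the iron chelator positive control signal, with at least half of replicates also reaching 10%; inconclusive = mean and replicate majority disagree about reaching 10%; inactive = mean and most replicates under 10%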
Platelet DG rel: inhibitors of platelet dense granule secretion, primary screen, cell-based, MLPCN, human platelets | inhibition, %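 (compounds screened at 7.5 µM in platelet-rich plasma)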 | human platelet-rich plasma, SFLLRN dense granule ATP release, luminescence | AID 1663, 2009 | 0.22% of 300,000 active;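 active = mean replicate score, as percent of positive control, at or above 50; inconclusive = mean below 50 but at least one replicate at or above 50; inactive = mean and every replicate below 50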
HSF1 activator: HSF-1 activators, primary screen, NIH3T3-HGL cells, MG132 stress, luminescence, single point | NIH3T3-HGL HSF-1 luciferase reporter, 8 h; 100% = twice DMSO control signal | activation, % at 9 µM | 1.7% of 300,000 active;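 active = mean replicate activation of at least 50% with a set share of replicates each reaching 50%; inconclusive = only one of those two conditions met; inactive = mean below 50% and too few replicates reaching it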;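 note: 0% = median of the neutral control wells and 100% = twice that signal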
KLF5 inh: KLF5 expression inhibitors, primary screen, DLD-1 cells, luminescence; DLD-1 KLF5 promoter-luciferase reporter; inhibition, % at 5 µM; 0.23% of 290,000 active; AID 1700, 2009;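 active = inhibition above a per-plate limit of that plate's mean compound inhibition plus 3 SD, cut at about 60% in these data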;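 note: 0% = DMSO wells and 100% = LY294002 at 200 µM; higher means less KLF5 promoter-driven luciferase light; inactives centre near -14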
aSyn UTR inh: MLPCN primary screen, SNCA 5' untranslated region | inhibition, % (tested at 7.5 µM) | 0.82% of 300,000 active | AID 1813, 2009 | alpha-synuclein 5'UTR reporter, inhibitor activity; in the data active = inhibition above about 60%; inconclusive = no clear call, values can overlap the other calls;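 note: H4 neuroglioblastoma cells stably carrying SNCA 5'UTR luciferase fusion; 0% = DMSO wells and 100% = positive control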
IEC-6 tox: cytotoxicity in IEC-6 intestinal epithelial cells, primary screen, cytotoxicity control for KLF5 inhibitor project, cell-based, luminescence. IEC-6 cytotoxicity, luminescence viability. AID 1825, 2009. 0.78% of 290,000 active. inhibition, % at 5 µM; in the data active = inhibition above about 22%;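 note: 0% = plate median of test compound wells and 100% = cytotoxic reference compound wells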
Active calls of the source: *; ? = inconclusive; / = no result given; & = joins results of further samples.

SMILES	SKKanGAS inh	HSF1 inh	HSP90 inh	AI-2 QS mod	HIF activator	Platelet DG rel	HSF1 activator	KLF5 inh	aSyn UTR inh	IEC-6 tox
CC(=O)c1sc(Nc2nc(C)cc(C)n2)nc1C	0	-4	-2	26	1.9	-1	-9	-13	-28	4
Cc1cc2ccccc2n1CCNC(=O)C(C)Oc1ccccc1 (stereo unspecified)	3	-1	0	13	-0.6	3	-6	-21	15	-3
O=C(NC(=S)NC1C2CC3CC(C2)CC1C3)c1ccccc1 (stereo unspecified)	?	-58*	3	19	0.4	1	-66	-16	-54	3
O=C1c2cccc3c(Nc4ccccc4Cl)c([N+](=O)[O-])cc(c23)C(=O)N1CCO	25	-3	-2	34	-0.3	1	23	-8	-13	5
CC(c1ccccc1)N1C(=O)/C(=C/c2ccncc2)SC1=S (stereo unspecified)	6	8	1	3	-0.4	-6	38	15	-14	6
COc1cccc2cc(-c3ccnc(N)n3)oc12	-4	7	1	17	2.9	2	5	-68	-80	7
O=C(Cc1ccccc1)NCC(=O)OCc1ccc([N+](=O)[O-])cc1	0	-14	2	2	-0.2	5	-30	-11	34	0
COCCCNC(=O)CCc1c(C)c2cc3c(C)coc3cc2oc1=O	-2	-8	-2	3	-0.4	0	17	-37	0	13
Cc1cc(NC(=O)c2ccc(F)cc2F)n(-c2nc3ccccc3[nH]2)n1	-11	-2	0	28	0.4	2	1	-22	-2	7
O=C1c2ccccc2-c2cccnc21	1	1	-1	-8	0.0	1	24	-39	-4	-2
O=C(Nc1ccc(NC(=O)C23CC4CC(CC(C4)C2)C3)cc1)c1cc(F)c(F)cc1Cl	-2	-2	2	7	-0.2	-3	-11	-9	-13	-19
Cc1cc(-c2ccccc2)c2c3c(cn2n1)c(=O)n(C)c(=O)n3C	-7	-4	-1	21	-1.5	4	-4	12	26	-2
O=C(O)C1CCCCC1C(=O)NCc1ccncc1 (stereo unspecified)	-2	-11	0	1	0.4	7	-12	9	12	7
Clc1ccccc1CNc1nc2ccccc2n2cnnc12	10	-2	-1	12	0.0	3	-15	-6	49	-2
CCN(CC(=O)Nc1ccc(NC(C)=O)cc1)C(=O)c1cccc(Oc2ccccc2)c1	-11	4	/	28	-1.9	0	10	/	6	/
CC(C)Oc1ccc(C(CC(=O)O)NC(=O)c2cccs2)cc1 (stereo unspecified)	-1	-10	5	6	-0.4	8	-17	-12	16	3
COc1ccc(N2C(=O)CC(N3CCN(c4ccc(S(C)(=O)=O)cc4)CC3)C2=O)cc1 (stereo unspecified)	3	5	0	18	-0.3	-1	34	-14	5	9
CC(OC(=O)C1=Cc2ccccc2OC1)C(=O)NC(C)(C)C (stereo unspecified)	1	1	4	17	0.6	-7	-1	2	-37	2
Cc1cc(NC(=O)COc2ccc(C)c(C)c2)no1	1	7	2	23	4.4	-6	12	-9	-62	-3
COC(=O)c1cc(-c2ccc(OC)c(OC)c2)n[nH]1	0	-1	-6	15	0.2	-2	-12	-12	-20	0
Cc1nn(CC(=O)N2c3ccccc3NC(=O)C2(C)C)c(C)c1[N+](=O)[O-]	2	-7	-1	10	2.5	0	-2	11	-12	-2
O=C(Nc1nc(-c2ccccc2)cs1)C1CCCCN1S(=O)(=O)c1ccccc1 (stereo unspecified)	4	/	0	8	0.0	-9	/	-13	-16	-3
N#Cc1c(Cl)cccc1N1CCC(C(N)=O)CC1	2	-9	-1	13	-0.6	19	11	1	22	4
O=C(c1ccc2nc[nH]c2c1)N1CCN(c2cccc(Cl)c2)CC1	-1	1	4	21	-0.2	-2	-8	13	12	8
COCCn1c(SCC(=O)N2CCCC2)nnc1-c1ccco1	-4	-3	2	27	0.3	/	-16	12	8	-1

New compounds follow:
SMILES	SKKanGAS inh	HSF1 inh	HSP90 inh	AI-2 QS mod	HIF activator	Platelet DG rel	HSF1 activator	KLF5 inh	aSyn UTR inh	IEC-6 tox
Cc1cc(C)c(-c2csc(NC(=O)c3cc([N+](=O)[O-])ccc3N3CCOCC3)n2)c(C)c1	14	-11	-3	23	0.0	-3	2	-17	19	-4
Cc1ccc(C)c(NC(=O)c2cc(-c3cc(C)cc(C)c3O)n[nH]2)c1	32	0	-4	-1	0.4	-5	-1	-16	-32	-9
CNC(=O)/C(=C\c1ccco1)NC(=O)c1ccco1	-1	-2	2	7	-0.2	2	-15	-9	1	9
Cc1ccc(C(=O)OC2CCN(c3ccc([N+](=O)[O-])cc3)CC2)cc1	5	1	-4	12	-0.5	0	-1	15	-7	-5
COc1ccc(-c2nc(NC(=O)Cn3ccc(C(F)(F)F)n3)sc2C)cc1	2	-2	6	4	0.4	1	-6	-52	26	4
Cc1sc(N)nc1-c1cccs1	9	2	0	-2	0.0	-5	14	-29	-45	6
O=C(Nc1sc2c(c1C(=O)O)CCCCC2)c1ccccc1	11	4	4	29	2.5	2	-17	-30	-6	0
CC(=O)N1N=C(c2cccc(Cl)c2)OC1c1cccc([N+](=O)[O-])c1 (stereo unspecified)	5	10	4	10	-1.6	5	24	-27	6	0
CCS(=O)(=O)Nc1cc(-c2nc3cccnc3s2)ccc1C	2	6	-4	9	3.5	5	-4	-284	-123	-3
O=C(O)c1cc(Cl)c(Cl)cc1C(=O)Nc1cccnc1	7	-2	-5	5	-0.3	-2	-1	-27	-5	-8
CC1=C(C(=O)Nc2ccccc2C)C(c2ccc(C)o2)n2c(s/c(=C/c3ccccc3)c2=O)=N1 (stereo unspecified)	24	2	0	29	-0.4	/	-12	-24	13	2
Nc1nonc1-n1nnc(C(=O)N/N=C/c2cc(Br)ccc2O)c1CNc1ccccc1	108*	1	-2	9	6.9	0	20	28	70*	39*
COc1ccccc1NC(=O)C1=C(C)NC(SCC(=O)Nc2ccc(C(=O)O)cc2)=C(C#N)C1c1cccs1 (stereo unspecified)	8	5	1	3	-0.6	-5	12	4	-1	3
CCOc1ccc(NC(=O)N(C2CCCCC2)C(C)c2ccncc2)cc1 (stereo unspecified)	1	-13	0	25	0.4	0	-9	-24	-3	9
Cc1cc(S(=O)(=O)c2cc3ccc(O)c(C)c3oc2=O)ccc1F	17	-1	2	12	-0.1	-4	-13	-12	-6	1
S=c1[nH]nc(NCCCN2CCOCC2)s1	0	-5	4	2	0.1	-4	-12	-27	-7	4
O=C(Nc1cccc(Oc2c(F)c(F)c(F)c(F)c2F)c1)N1C[C@@H]2C[C@@H](C1)c1cccc(=O)n1C2	-2	0	0	24&30	0.1	-2	18	2	21	3
S=C(NN=C(C1CC1)C1CC1)Nc1ccccc1	10	-10	-2	-11	1.6	7	-6	-25	-63	-3
OCC[C@@H]1C[C@@H](O)[C@H](O)[C@@]2(CCc3ccccc3CO2)O1	10	-40	-2	27	-2.5	6	-55	-12	4	-4
O=C(NC1CCCCC1)c1cc(-c2cccs2)on1	7	-1	3	16	1.1	-21	7	-214	-161	0
COc1ccc(/C=N/NC(=O)c2ccccc2O)cc1CN1CCOCC1	-2	0	0	5	0.2	-1	3	-16	-3	2
COC(=O)CCN1CCN(S(=O)(=O)c2cccc(Br)c2)CC1	1	2	-3	17	-0.4	-1	4	-11	9	-6
COc1ccc(OC)c(-c2csc(NC(=O)Cn3[nH]c(=O)c4ccccc4c3=O)n2)c1	3	13	7	8	-0.1	-5	8	-8	21	-1
O=C(Nc1ccc(S(=O)(=O)Nc2ccccn2)cc1)c1cccc(Br)c1	2	3	-3	-81*	-0.7	3	6	3	9	3
COc1ccc2[nH]c(CN3CCN(CC(C)C)C(CCO)C3)c(C)c2c1 (stereo unspecified)	-1	2	-1	5	-0.4	3	6	20	-4	6

(listing goes on)
SMILES	SKKanGAS inh	HSF1 inh	HSP90 inh	AI-2 QS mod	HIF activator	Platelet DG rel	HSF1 activator	KLF5 inh	aSyn UTR inh	IEC-6 tox
CCCCN(CC)C(=O)Cn1c(=O)sc2ccccc21	-6	/	2	6	0.6	-13	/	-6	1	-2
O=C(Nc1ccccc1)c1cc([N+](=O)[O-])ccc1NCc1cccnc1	2	1	1	11	-0.2	1	-5	3	26	2
O=C(O)/C=C/c1ccc(-c2cccc(C(F)(F)F)c2)o1	-2	6	0	28	-0.3	7	18	-52	1	1
CCc1ccc(NC(=O)c2cc(C(C)C)on2)cc1	-1	19	2	21	1.4	8	48	-149	-103	1
O=C(CCS(=O)(=O)c1cccs1)Nc1ccc(C(=O)NCc2cccs2)cc1	-8	15	-5	33	-0.5	-10	29	-26	8	-5
CC(C)CNS(=O)(=O)c1ccc(CCC(=O)NCc2cccnc2)cc1	5	-2	-1	15	-0.3	3	0	-12	6	-6
Cc1cc(C)c(OCC(=O)Nc2ccc(N3CCOCC3)cc2)c(Br)c1	1	1	6	37	-0.2	12	-9	-18	-6	3
Cc1noc(C)c1C(=O)NC1CCCc2ccccc21 (stereo unspecified)	7	-2	-2	5	-0.3	1	11	-9	10	-4
Cc1ccc(C#CC(C)(O)C(C)(C)C)cn1 (stereo unspecified)	-5	3	0	22	0.0	5	4	-22	1	0
O=C(NCc1ccccc1)C(=O)Nc1cccc(C(=O)O)c1	0	-43	42*	56	-1.8	-2	-46	-90	74*	12
CCCc1cc(=O)[nH]c(SCC(=O)N(Cc2ccccc2)C(C)C)n1	-10	-1	-1	-9	-0.2	-11	-6	-16	13	-2
Cc1ccc(COc2ccsc2C(=O)NN)cc1	0	38	2	11	2.1	7	28	-14	-26	3
COC(=O)c1ccccc1NC(=O)Nc1ccc(C)cn1	-9	-2	4	20	0.7	8	-14	-32	5	5
O=C(NCCCn1ccnc1)c1ccc(Br)s1	8	2	-8	27	-0.7	10	29	-40	-5	-5
O=C(NCCc1ccc(Cl)cc1)Nc1ccc(F)cc1	-14	5	0	2	0.5	-3	9	-28	-51	-4
O=C(CSC(=S)N1CCCC1)Nc1ncc(Cl)cc1Cl	2	1	/	61	0.1	-7	10	/	-1	/
Cc1ccccc1N1CCN(C2CCCN(C(=O)CCC3(C)CC3)C2)CC1 (stereo unspecified)	-6	2	0	32	0.1	11	-1	-21	15	3
O=C(/C=C/c1ccco1)Nc1ccc(CN2CCOCC2)cc1	-2	/	0	18	/	/	/	-77	/	4
Cc1ccc(C2CC(=O)NC(SCC(=O)OCc3ccccc3)=C2C#N)o1 (stereo unspecified)	-31	3	7	18	-0.3	-5	16	6	-12	-14
Cc1nnc(NC(=O)c2ccccc2F)s1	0	4	-1	45	0.8	-1	-4	-42	-27	-1
CCC1Oc2ccccc2N(CC(=O)NCC2CCCO2)C1=O (stereo unspecified)	-2	-5	-1	21	-0.1	-6	-5	-15	-20	0
CCC1=NN2C(=N)/C(=C\c3ccc(OCCOc4ccccc4)c(OC)c3)C(=O)N=C2S1	9	3	-5	15	-0.6	3	-3	-49	-125	-3
